AHR activator = AHR activators, primary screen, cell-based, luminescence, luciferase reporter, human | Aryl hydrocarbon receptor (Homo sapiens), P35869 | 2.5% of 320,000 active | AID 2796, 2010 | AHR-responsive luciferase reporter cells | activation, % at 5 µM; in the data active = activation above about 47%;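 also: 0% = vehicle wells and 100% = reference agonist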
MEP2-GFP yeast = modulators of MEP2-GFP levels in yeast, primary screen, S. cerevisiae, multiplex flow cytometry, MLPCN library; S. cerevisiae MEP2-GFP strain, 3 h; 100% = DMSO control level; 0.51% of 330,000 active; GFP response vs DMSO, % at 10 µM;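 active = GFP response versus DMSO above a set limit, roughly screen mean plus 3 SD, cut at about 180% in these data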;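 also: median GFP fluorescence of the barcode-gated MEP2-GFP cells per well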
procasp3 activ = activators of human procaspase-3 D3A mutant, primary screen, biochemical, absorbance, PC-3 D3A mutant, single concentration; Caspase-3 (Homo sapiens), P42574; recombinant procaspase-3 D3A, Ac-DEVD-pNA absorbance 405 nm; activation, % at 8.5 µM; 0.11% of 330,000 active;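 active = activation above the mean of all tested compounds plus 3 SD, cut at about 21% in these data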;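 also: 0% = DMSO alone and 100% = DMSO wells spiked with extra 5 µM PC-3 D3A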
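assay system = Procaspase-3 D3A mutant | signal = absorbance at 405 nm, 0 and 120 min | times = 1 h preincubation plus 2 h reaction at 25 °C | repeats = single replicate | read-out = % activation between DMSO and enzyme-spiked controls | medium = Zinc-free HEPES saline buffer with Triton X-100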
EBNA-1 inh = EBNA-1 DNA-binding inhibitors, primary screen, biochemical, fluorescence polarization | inhibition, % at 14.8 µM | 0.34% of 300,000 active | AID 1950, 2009; in the data active = inhibition above about 28%
RPL19A-GFP yeast = RPL19A-GFP expression modulators in yeast, primary screen, cell-based, S. cerevisiae, multiplex flow cytometry, MLPCN; S. cerevisiae RPL19A-GFP strain, 3 h; active compounds read low; percent response vs DMSO, % at 10 µM; 0.3% of 330,000 active; AID 2025, 2009;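 active = percent response vs DMSO below 50%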;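 also: median channel GFP fluorescence of the barcoded RPL19A-GFP strain; ratio of sample median GFP to plate DMSO average so 100% = DMSO; lower means less RPL19A-GFP as with rapamycin TOR inhibition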
ZTA DNA inh = blocks Epstein-Barr virus ZTA, an EBNA-1 counter-screen. P03206. ZTA-DNA binding, fluorescence polarization. inhibition, % at 11 µM. 0.15% of 320,000 active. AID 2234; in the data active = inhibition above about 33%
procasp7 counter = procaspase-7 activators, primary screen, counter-screen for procaspase-3 activator project, biochemical, absorbance, HTS, human | recombinant procaspase-7, Ac-DEVD-pNA absorbance 405 nm; D23A/D198A/D206A triple mutant, cannot self-cleave; scale: DMSO 0, 5 µM enzyme 100 | 0.093% of 330,000 active | Caspase-7 (Homo sapiens), P55210 | activation, % at 8.5 µM;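 active = percent activation above the screen-wide mean plus 3 SD, cut at about 25% in these data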
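Replicates: singlicate. Assay system: Procaspase-7 triple mutant (PC-7 D3A). Signal: 405 nm absorbance of p-nitroaniline. Times: 1 h preincubation, 2 h reaction. Buffer or medium: Zinc-free HEPES pH 7.4 with 300 mM NaCl, 0.01% Triton X-100. Also added: DEVD-pNA substrate. Benchmarks: DMSO wells as 0%, DMSO with 5 µM added PC-7 as 100%.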
LAP4 TOR yeast = modulators of LAP4-GFP expression in yeast, primary screen, S. cerevisiae, multiplex flow cytometry, MLPCN library. 0.34% of 320,000 active. 3 h; median GFP as percent of DMSO wells. GFP response vs DMSO, % at 10 µM;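 active = GFP response vs DMSO above a set limit, about the screen mean plus 3 SD, cut at about 150% in these data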
Active calls of the source: *; / = no result given.

SMILES	AHR activator	MEP2-GFP yeast	procasp3 activ	EBNA-1 inh	RPL19A-GFP yeast	ZTA DNA inh	procasp7 counter	LAP4 TOR yeast
Cc1ccc(C(=O)NNC(=O)CCOc2cccc(C)c2)cc1	2	107	-1	/	104	10	3	111
CCOc1cc(C(=O)NCc2ccccc2)ccc1OCC(=O)N1CCOCC1	1	97	-3	0	100	1	9	107
N/C(Cc1ccc([N+](=O)[O-])cc1)=N\OC(=O)COc1cccc2ccccc12	20	106	3	-17	100	2	7	118
COc1ccc(NC(=S)N(CCN2CCOCC2)Cc2cc3cc4c(cc3[nH]c2=O)OCO4)cc1	1	95	-4	5	99	19	5	97
COc1ccc(-c2nc3c(c(SCC(=O)N4CCCC4)n2)COC(C)(C)C3)cc1	-2	101	12	-3	104	-14	9	101
Cc1cc(C)c2nc(SCC(=O)N(C)C3CCS(=O)(=O)C3)cc(C)c2c1 (stereo not given)	3	114	-1	-4	112	-7	4	92
O=C(COC(=O)c1ccc(S(=O)(=O)N2CCc3ccccc3C2)cc1)NC(=O)NCc1ccco1	1	103	-7	11	100	10	1	94
COP(=O)(OC)c1nc(-c2cccc3ccccc23)oc1N1CCOCC1	17	100	-2	1	98	-16	0	87
S=c1[nH]nc(-c2ccco2)n1-c1ccc(Cl)cc1	1	106	1	-2	102	-1	-5	102
CCCOc1ccc(-c2c(C(=O)N/N=C/c3ccc(OCC)cc3)nnn2-c2nonc2N)cc1	2	112	-1	14	116	0	1	111
COc1cc(C(=O)NCc2cc3cc(Cl)ccc3n2C)cc(OC)c1OC	37	106	-2	-3	95	-9	2	91
COc1ccc(S(=O)(=O)Nc2c(C(=O)O)[nH]c3ccccc23)cc1	15	105	7	4	97	9	4	96
O=C(CNC(=O)c1ccncc1)Nc1ccc(F)c(F)c1	9	101	8	6	110	2	2	98
O=C(Nc1ccc(S(=O)(=O)N2CCCCC2)cc1)C1CCCO1 (stereo not given)	2	105	-1	-8	101	0	4	102
COc1cc(C(CC(=O)Nc2ncccc2C)N2Cc3ccccc3C2=O)cc(OC)c1OC (stereo not given)	4	115	-7	-12	98	-12	12	92
CCc1cccc(NC(=O)CCS(=O)(=O)c2ccc3c(c2)NC(=O)CO3)c1	3	104	5	2	98	-3	-1	101
CCCCCC(=O)Nc1ccc(N2CCN(CC)CC2)c(Cl)c1	-2	101	-1	-9	94	1	3	96
CN1CCC(N(C)C(=O)c2cccc(S(=O)(=O)N3CCOCC3)c2)CC1	0	110	1	/	111	-16	-3	104
COC(=O)Cn1c(C)c(C(C)=O)c(C(C)=O)c1C	-1	99	12	6	102	-6	12	96
Cc1nc(/C(N)=N/OC(=O)c2cccc(Cl)c2)c(C(F)(F)F)o1	-1	101	0	-3	98	3	-2	121
COc1cc2c(-c3ccccc3O)nc3c(c(C)nn3-c3ccccc3)c2cc1OC	21	103	4	-2	101	-8	-7	105
CCOC(=O)c1nn(-c2ccccc2)cc1O	2	105	3	5	104	-1	-9	105
NC(=O)NC(=O)COC(=O)/C=C/c1cccc(Br)c1	4	98	4	2	93	-6	-1	99
COc1cccc(C(=O)CC(C#N)c2ccc(F)cc2)c1 (stereo not given)	6	103	4	-2	102	-17	-7	96
O=C(CSc1ccc2ccccc2n1)NCCCN1CCCC1=O	10	97	1	/	96	/	0	105

Part of the list above in order of length of the SMILES, lowest first:
SMILES	AHR activator	MEP2-GFP yeast	procasp3 activ	EBNA-1 inh	RPL19A-GFP yeast	ZTA DNA inh	procasp7 counter	LAP4 TOR yeast
COc1ccc(S(=O)(=O)Nc2c(C(=O)O)[nH]c3ccccc23)cc1	15	105	7	4	97	9	4	96
N/C(Cc1ccc([N+](=O)[O-])cc1)=N\OC(=O)COc1cccc2ccccc12	20	106	3	-17	100	2	7	118
O=C(COC(=O)c1ccc(S(=O)(=O)N2CCc3ccccc3C2)cc1)NC(=O)NCc1ccco1	1	103	-7	11	100	10	1	94

(list continues)
SMILES	AHR activator	MEP2-GFP yeast	procasp3 activ	EBNA-1 inh	RPL19A-GFP yeast	ZTA DNA inh	procasp7 counter	LAP4 TOR yeast
COc1ccc(-c2c3c(=O)n(C)c(=O)n(C)c3cn2N2CCOCC2)cc1	0	94	8	-12	94	-8	2	90
Oc1ccc(/C=N/Nc2ncnc3nc[nH]c23)cc1	4	107	-7	7	102	16	0	106
O=C(Nc1nccs1)c1ccc([N+](=O)[O-])cc1	15	93	-5	0	94	-14	5	98
Cc1c(O)ccc(C(=O)CN2CCN(c3ccc(F)cc3)CC2)c1O	19	168	3	-5	38*	-5	5	76
CC(C)(C)C(=O)NC(Nc1cccc2cccnc12)C(Cl)(Cl)Cl (stereo not given)	2	105	-2	-5	106	16	-5	108
Cc1ccc(CS(=O)(=O)CCC(=O)NC2CC2)cc1	-1	96	10	-7	107	7	0	99
Cc1cccc(CSCCNC(=O)CSCc2ccc([N+](=O)[O-])cc2)c1	4	96	6	3	95	-9	-2	98
Cc1nn(-c2ccccc2)c(C)c1NC(=O)COC(=O)CCOc1ccccc1	-1	93	0	1	91	-3	-4	97
Cc1cc(C)c2nc(-c3ccccn3)cc(C(=O)n3cccn3)c2c1	7	99	1	1	96	-8	0	105
COc1ccccc1C1(CCN=Cc2ccc(N(C)C)cc2)CCOC(C)(C)C1 (stereo not given)	1	104	5	7	105	-18	-8	94
Cc1ccc(NC(=O)Cn2c([N+](=O)[O-])cnc2C)cc1	-1	98	-4	9	102	12	11	92
CN(C)S(=O)(=O)c1ccc(N2CCCC2)c(C(=O)Nc2ccccc2)c1	1	110	6	2	99	11	3	101
CC1Cc2ccccc2N1C(=O)c1nn(C)cc1Br (stereo not given)	0	103	-2	-8	99	-2	0	94
CNc1c(NS(=O)(=O)c2ccc(Br)cc2)c(=O)oc2ccccc12	-1	85	-8	7	96	10	5	79
CCCCCC(O)CCc1n[nH]c(=S)n1-c1ccccc1 (stereo not given)	0	116	-14	5	116	1	-22	112
Cc1cc(C)n2nc(SCc3cc(=O)oc4ccc5ccccc5c34)nc2n1	18	98	1	-9	99	-5	6	103
Cn1cccc1C(=O)OCC(=O)c1c[nH]c2ccccc12	20	98	0	/	96	/	-1	111
Cc1ccc2c(N)c(C#N)sc2n1	3	104	-1	-6	100	-25	3	102
Cn1c(SCC(=O)Nc2cccc(Br)c2)nnc1-c1cc2ccccc2o1	1	94	4	8	98	-1	1	83
COc1cc(S(=O)(=O)N2CCCCCC2)c(OC)cc1Br	-2	101	1	-2	97	-6	4	83
Cc1cccc(S(=O)(=O)Nc2ccc(C)c3c2OC(C)(C)C3)c1	5	114	8	5	95	7	1	99
CCOc1ccc(OCCNC(=O)C(NC(=O)c2c(F)cccc2F)C(C)C)cc1 (stereo not given)	5	93	5	/	92	-1	-1	97
CCOC(=O)CNC(=O)OC1CCN2Cc3ccccc3N=C12 (stereo not given)	2	109	-3	-25	106	-2	-1	96
CCOC(=O)C(Cc1ccccc1)(NC(C)=O)C(=O)OCC	1	98	-3	3	93	2	8	99
C/C=C/c1cc(CN2CCN(c3ccccc3)CC2)c(O)c(OC)c1	2	88	6	-3	98	4	5	93

Carrying on.
SMILES	AHR activator	MEP2-GFP yeast	procasp3 activ	EBNA-1 inh	RPL19A-GFP yeast	ZTA DNA inh	procasp7 counter	LAP4 TOR yeast
COc1cc(C(=O)NCc2nc(C)cs2)ccc1OC1CCN(C(C)=O)CC1	0	106	7	0	103	9	4	107
COc1ccc(N2CCN(CC(O)COCc3ccccc3)CC2)cc1 (stereo not given)	-2	113	8	3	103	-6	-4	110
O=C(O)c1ccc(CNCc2ccc(Cl)cc2Cl)cc1	-2	97	-7	-6	97	-4	-4	93
c1coc(-c2ccnc(-c3ccncc3)n2)c1	-8	97	10	-4	95	10	9	112
O=C(c1cnn2ccccc12)N1CCCc2ccccc21	-1	93	6	1	93	0	11	91
COC(=O)Nc1ccc([N+](=O)[O-])cc1OC	0	/	4	-12	/	5	9	/
COc1ccc(CN2CCNC(=O)C2CC(=O)NC2CC(C)(C)CC(C)(C)C2)cc1OC (stereo not given)	-1	108	14	10	107	10	2	110
CCOC(=O)c1c(C)nc(C)c(C(=O)OCC)c1-c1ccc(O)c(OC)c1	1	100	-21	10	89	9	-18	100
Cc1cc(=O)n2nc(N3CCC(C(=O)NC4CCCc5ccccc54)CC3)sc2n1 (stereo not given)	1	85	4	0	88	7	8	91
Cc1nc(-c2cccc(NC(=O)c3ccc(-n4nccc4C)cc3)c2)cs1	2	102	-3	/	95	-3	-2	115
Cn1nnc(C(O)CN2CCOCC2)n1 (stereo not given)	0	97	5	-6	101	-28	9	103
Cc1ccc(OCCC(=O)OCc2csc(CC(=O)Nc3ccccc3C)n2)cc1	1	101	2	-3	106	5	-1	88
Cn1c(=O)c2c(=O)cc(NNC(=O)CC#N)[nH]c2n(C)c1=O	7	110	-5	5	106	-12	-6	102

Retrieved one by one from above, seven records:
SMILES	AHR activator	MEP2-GFP yeast	procasp3 activ	EBNA-1 inh	RPL19A-GFP yeast	ZTA DNA inh	procasp7 counter	LAP4 TOR yeast
Cc1cc(=O)n2nc(N3CCC(C(=O)NC4CCCc5ccccc54)CC3)sc2n1 (stereo not given)	1	85	4	0	88	7	8	91
c1coc(-c2ccnc(-c3ccncc3)n2)c1	-8	97	10	-4	95	10	9	112
O=C(c1cnn2ccccc12)N1CCCc2ccccc21	-1	93	6	1	93	0	11	91
COc1ccc(CN2CCNC(=O)C2CC(=O)NC2CC(C)(C)CC(C)(C)C2)cc1OC (stereo not given)	-1	108	14	10	107	10	2	110
Cn1nnc(C(O)CN2CCOCC2)n1 (stereo not given)	0	97	5	-6	101	-28	9	103
COC(=O)Nc1ccc([N+](=O)[O-])cc1OC	0	/	4	-12	/	5	9	/
O=C(O)c1ccc(CNCc2ccc(Cl)cc2Cl)cc1	-2	97	-7	-6	97	-4	-4	93

Bioassay records deposited in PubChem BioAssay by several laboratories.

Outcome played no part in choosing rows (roughly 3.8% active in at least one column).
